PfGluPho inh: PfG6PD (Plasmodium falciparum) enzyme inhibition | PfGluPho enzyme, NADPH resazurin-diaphorase fluorescence | inhibition, % at 20 µM | 0.78% of 350,000 active;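 active = inhibition reaching at least a set limit at 20 µM in the primary screen, cut at about 59% in these data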;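 also: 0% = DMSO wells with substrate and 100% = DMSO wells lacking glucose-6-phosphate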
SENP7 block: inhibitors of human SENP7 protease. Q9BQF6. 1.5% of 330,000 active. recombinant SENP7, Z-RLRGG-aminoluciferin luminescence, 40 min. inhibition, % at 5 µM;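 active = inhibition above about 50% at the single test dose, limit read from the data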;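 also: plate controls were DMSO with enzyme for no effect and no enzyme buffer wells for full effect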
NR3A LBD binder: modulators (binders) of human NR3A ligand-binding domain | NR3A LBD differential scanning fluorimetry, Tm shift; 0% = protein alone, 100% = glycine-bound protein | 2.5% of 340,000 active | AID 1259313 | Tm shift relative to glycine control, % at 25 µM;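 active = melting temperature shift of at least 10% of the positive control shift, at one fixed dose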
ATG4B inhibitor: blocks human ATG4B protease cleavage of LC3 substrate. Q9Y4P1. ATG4B cleavage of LC3-PLA2, NBD-HPC fluorescence, 1 h. inhibition, % at 8.33 µM. 0.51% of 340,000 active. AID 504462; in the data active = inhibition above about 40%
HKDC1 inhibitor: inhibitors of human hexokinase HKDC1. recombinant HKDC1, G6PDH/diaphorase resazurin coupled fluorescence. inhibition, % at 20 µM. 0.16% of 340,000 active;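 active = inhibition above about 35% when tested at 20 µM, limit read from the data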;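 also: plate controls were DMSO wells with enzyme for no effect and DMSO wells lacking enzyme for full effect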
Target sequence (Q2TB90 whole entry, looked up): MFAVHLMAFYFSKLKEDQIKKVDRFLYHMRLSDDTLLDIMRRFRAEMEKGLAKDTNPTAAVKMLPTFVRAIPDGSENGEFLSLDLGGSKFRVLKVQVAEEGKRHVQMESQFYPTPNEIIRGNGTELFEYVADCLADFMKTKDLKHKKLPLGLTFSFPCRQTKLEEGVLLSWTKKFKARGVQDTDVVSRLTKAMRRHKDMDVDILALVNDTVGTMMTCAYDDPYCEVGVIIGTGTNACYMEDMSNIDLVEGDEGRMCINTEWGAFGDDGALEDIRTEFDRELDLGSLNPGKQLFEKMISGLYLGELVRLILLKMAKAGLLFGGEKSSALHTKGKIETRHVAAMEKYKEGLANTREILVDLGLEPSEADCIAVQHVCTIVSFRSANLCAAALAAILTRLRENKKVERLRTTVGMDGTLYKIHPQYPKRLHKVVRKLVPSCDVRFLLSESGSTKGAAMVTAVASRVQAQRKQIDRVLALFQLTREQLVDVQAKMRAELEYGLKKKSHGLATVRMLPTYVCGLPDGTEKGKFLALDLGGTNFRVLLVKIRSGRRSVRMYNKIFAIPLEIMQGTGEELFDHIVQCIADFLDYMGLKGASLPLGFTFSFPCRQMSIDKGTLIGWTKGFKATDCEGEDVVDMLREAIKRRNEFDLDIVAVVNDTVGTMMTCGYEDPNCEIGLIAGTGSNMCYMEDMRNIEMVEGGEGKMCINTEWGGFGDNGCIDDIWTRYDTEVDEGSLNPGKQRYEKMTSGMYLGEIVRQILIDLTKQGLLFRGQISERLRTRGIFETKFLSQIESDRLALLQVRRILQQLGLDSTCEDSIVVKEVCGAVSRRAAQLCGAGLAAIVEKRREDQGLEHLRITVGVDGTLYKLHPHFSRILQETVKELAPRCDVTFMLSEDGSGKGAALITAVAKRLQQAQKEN
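Incubation: 90 min at room temperature in dark / Material: recombinant HKDC1 (HK5) hexokinase enzyme, produced in-house / Quantity: enzyme 5 µg/mL final / Compound: one dose of 20 µM, 1% DMSO / Reagent: glucose and ATP substrates / Buffer or medium: Tris pH 8.0 buffer with MgCl2, Tween-20, BSA, BME / Technique: resorufin fluorescence at 613 nm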
SENP8 inh: inhibitors of human SENP8 protease; AID 602440; recombinant SENP8, Nedd8 substrate fluorescence; Q96LD8; inhibition, % at 20 µM; 0.64% of 360,000 active; in the data active = inhibition mostly above about 40%, no sharp cut-off; inactive = mostly below about 27%
MPTP inh: inhibitors of mitochondrial permeability transition pore. isolated mouse mitochondria, Ca2+ swelling absorbance, 30 min. 1.4% of 360,000 active. inhibition, % at 10 µM. AID 602449;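 active = inhibition of 50% or more, scaled per plate between neutral and stimulator controls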;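 also: 0% = DMSO wells given calcium and 100% = 1 mM EGTA wells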
SENP6 block: blocks the human protease SENP6 | inhibition, % at 10 µM | 1.8% of 330,000 active | Recombinant SENP6 catalytic domain, aminoluciferin luminescence | AID 2599;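 active = inhibition above about 50% at the single tested dose, limit read from the data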;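 also: plate controls were DMSO wells with enzyme for no effect and DMSO wells lacking enzyme for full effect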
* marks the source's active call; other numbers are inactive results; i = inactive; . = no result given.

Molecule	PfGluPho inh	SENP7 block	NR3A LBD binder	ATG4B inhibitor	HKDC1 inhibitor	SENP8 inh	MPTP inh	SENP6 block
COCCN(C(=O)CCC(=O)Nc1cc(C)on1)C(C(=O)NC1CCCC1)c1ccccc1C (stereo not drawn)	-1	-6	-1	2	2	4	0.9	-13
O/N=C/c1cn(-c2ccccc2)nn1	-15	8	-1	4	4	19	-0.6	11
Cc1nnc(Sc2nc3ccccc3o2)c2ccccc12	12	5	2	-7	3	18	-2.7	-6
CN1CCN(C2=NC(=O)/C(=C/c3ccccc3OS(=O)(=O)c3ccccc3)S2)CC1	13	-8	0	2	-3	5	6.0	0
CCOC(=O)c1sc(NC(=O)CSc2nc(O)c(Cc3ccccc3)c(=O)[nH]2)nc1C	-20	0	-19	-9	-8	2	-0.7	-10
COc1cc(C2CC(=O)C=C(O)C2)cc(OC)c1OC (stereo not drawn)	-6	-1	-2	-14	-1	-8	0.7	-13
CCC(C)Nc1nc2c(c(=O)n(C)c(=O)n2C)n1C (stereo not drawn)	-20	0	0	-2	-2	22	-0.1	-9
CC(SC(=S)N(C)Cc1cccs1)C(=O)O (stereo not drawn)	-18	-2	-2	-8	-12	18	0.8	5

(list continues)
Molecule	PfGluPho inh	SENP7 block	NR3A LBD binder	ATG4B inhibitor	HKDC1 inhibitor	SENP8 inh	MPTP inh	SENP6 block
O=C(Nc1sc2c(c1-c1nc3ccccc3[nH]1)CCCC2)C1CC1	5	3	1	-6	-7	i	-2.8	-18
O=S(=O)(c1ccc(Cl)cc1)N1CCCC1c1nc(-c2cccc(Cl)c2)no1 (stereo not drawn)	5	-6	2	13	1	18	-1.7	-13
CCOc1ccccc1CNc1nc2ccccc2n1C	13	9	-1	3	-6	6	1.1	12
COc1ccc(-c2csc(NC3OC(=O)c4ccccc43)n2)cc1 (stereo not drawn)	6	3	0	-8	7	0	2.5	4
COC(=O)COc1ccc(S(=O)(=O)NCc2ccco2)cc1Cl	6	1	0	-1	-2	18	0.0	8
N#Cc1c(N)sc2c1CCCCCC2	46	11	2	4	2	11	-0.3	17
O=C(OCC(O)CN1CCCCC1)C12CC3CC(CC(C3)C1)C2 (stereo not drawn)	5	-3	2	-10	0	20	15	-1
Cc1ccc(NCCC(=O)c2ccc(Cl)cc2)cc1C	11	-1	1	13	-16	17	1.6	22

Following part.
Molecule	PfGluPho inh	SENP7 block	NR3A LBD binder	ATG4B inhibitor	HKDC1 inhibitor	SENP8 inh	MPTP inh	SENP6 block
O=[N+]([O-])c1cccc(CSc2nnc(Cc3ccccc3)n2-c2ccc(F)cc2)c1	-7	-4	-6	7	12	5	-0.8	-2
COc1ccc(C2C(C(C)=O)=C(O)C(=O)N2c2ccccn2)cc1 (stereo not drawn)	-6	0	2	0	2	-20	0.8	-12
CC(C)(CNC(=O)CC1C(=O)NCCN1Cc1cccc(F)c1F)N1CCOCC1 (stereo not drawn)	2	0	0	1	-4	-15	0.5	1
CN(C)c1ccc(-c2nn3c(-c4ccc(Cl)cc4)nnc3s2)cc1	3	.	5	6	-3	-274	5.1	.
O=C(NC1CCS(=O)(=O)C1)C1CCCCN1S(=O)(=O)c1ccc(Cl)cc1 (stereo not drawn)	9	7	0	1	-11	2	-0.4	-5
COc1ccc(NC(=O)CC2C(=O)N(c3ccc(OC)cc3)C(=O)N2Cc2ccc(OC)c(OC)c2)cc1 (stereo not drawn)	17	10	-29	-2	-6	4	-0.5	3
COc1ccc(S(=O)(=O)N(C)C[C@H]2Oc3c(NC(=O)NC(C)C)cccc3C(=O)N([C@H](C)CO)C[C@@H]2C)cc1	2	12	2	1	3	6	-0.7	5
Cc1ccc(S(=O)(=O)N2CCN=C2SCc2ccc(Cl)c(Cl)c2)cc1	5	-5	-3	-1	-6	5	-0.5	-15

(next part)
Molecule	PfGluPho inh	SENP7 block	NR3A LBD binder	ATG4B inhibitor	HKDC1 inhibitor	SENP8 inh	MPTP inh	SENP6 block
O=c1ccc2cc([N+](=O)[O-])c(CCO)cc2o1	3	-9	-2	-14	-2	16	0.9	0
Cc1ccc(NC(=O)COc2ccccc2)cc1Cl	11	-4	-1	4	-6	10	0.4	2
Cc1sc(NC(=O)C2C3CCC(O3)C2C(=O)O)c(C(=O)OC(C)C)c1-c1ccc(Cl)cc1 (stereo not drawn)	44	-3	-1	5	4	-17	-5.8	16
Cc1ccsc1C(=O)Nc1ccc(F)c([N+](=O)[O-])c1	-8	71*	1	-9	-4	9	2.7	77*
Cc1c(C(=O)NCc2ccc3c(c2)OCO3)oc2ccc(S(=O)(=O)N3CCCCCC3)cc12	8	8	-1	-17	0	20	1.1	6
CCOc1ccc(OCc2nnc(SCC(=O)NC3CCS(=O)(=O)C3)n2-c2ccc(Cl)cc2)cc1 (stereo not drawn)	5	-5	-2	-8	-8	10	3.3	2
CC(C)(C)c1ccc(OCCOc2ccc(C(C)(C)C)cc2NC=O)c(NC=O)c1	30	-2	-13	-1	3	22	14	-14
CCOc1ccc(NC(=O)CN(C)C(=O)c2cc(C)oc2C)cc1OCC	15	1	-1	-6	-6	3	-1.4	6

Other structures follow:
Molecule	PfGluPho inh	SENP7 block	NR3A LBD binder	ATG4B inhibitor	HKDC1 inhibitor	SENP8 inh	MPTP inh	SENP6 block
CC(C)C(=O)Nc1ccc(N2CCOCC2)c(S(=O)(=O)Nc2ccccc2Cl)c1	5	1	-1	4	2	8	0.2	4
COc1ccc(C(=O)OCC(=O)Nc2cc(C)on2)cc1S(=O)(=O)N1CCOCC1	-5	6	-3	2	-4	-379	-1.2	6
O=C(NCc1ccccc1)N(Cc1cc2cc3c(cc2[nH]c1=O)OCCO3)CC1CCCO1 (stereo not drawn)	3	.	-1	-9	-5	-461	-3.2	.
Cc1ccc(C)c(NC(=S)NNC(=O)c2csc(C(C)C)c2)c1	-13	45	-8	-1	-8	20	6.5	43
N#Cc1cccc(Oc2ccc(S(=O)(=O)N3CCCC3)cn2)c1	-16	-11	0	0	1	3	-0.9	-3
COc1ccc(CCNC(=O)Cn2nc(C)c3c(C)n(-c4ccccc4)nc3c2=O)c(OC)c1	5	-2	1	0	-4	2	-1.6	-3
Cc1ccccc1N1CCN(CC(=O)Nc2ccccc2C(=O)NC2CC2)CC1	4	-4	4	-6	1	-3	-3.2	2
O=C(NCCN1C(=O)S/C(=C\c2ccccc2)C1=O)C1CCN(S(=O)(=O)c2cccs2)CC1	0	-2	15*	-5	19	15	4.7	11

Following part.
Molecule	PfGluPho inh	SENP7 block	NR3A LBD binder	ATG4B inhibitor	HKDC1 inhibitor	SENP8 inh	MPTP inh	SENP6 block
O=S(=O)(c1ccc(Cl)cc1)N1CCC2(CC1)CO2	-8	-5	-1	8	0	11	-1.3	-20
NC(=O)C1CCN(C(=O)CC2C(=O)NCCN2Cc2cccc(Oc3ccccc3)c2)CC1 (stereo not drawn)	-10	12	1	19	0	-70	1.0	0
Cc1noc(C)c1NC(=O)N(C)C[C@H]1Oc2c(NC(=O)c3ccncc3)cccc2C(=O)N([C@H](C)CO)C[C@@H]1C	24	-8	0	6	1	6	-0.1	-18
CC(=O)Oc1ccc(OC(C)=O)c2c1CC(C)=C(C)C2	2	2	-10	1	-7	19	1.8	0
Cc1c(OCC(=O)NCC(O)c2ccccc2)ccc2c(-c3ccccc3)cc(=O)oc12 (stereo not drawn)	11	-6	-7	-14	-5	5	0.0	-8
CCOc1ccc(S(=O)(=O)NCc2cccs2)cc1	-2	0	3	-7	-6	-29	-1.4	-10
CCc1nc2ccc(C(=O)N3CCN(c4ccc(Cl)cc4)CC3)cc2nc1CC	-2	12	-3	0	2	7	0.5	3
COc1ccc(OC)c(Nc2nc3nonc3nc2N2CCCC(C)C2)c1 (stereo not drawn)	-7	-1	-9	6	-4	1	0.3	8

Further records:
Molecule	PfGluPho inh	SENP7 block	NR3A LBD binder	ATG4B inhibitor	HKDC1 inhibitor	SENP8 inh	MPTP inh	SENP6 block
CC(O)CSc1nc2c(c(=O)[nH]c(=O)n2C)n1Cc1ccccc1Cl (stereo not drawn)	16	6	-1	-2	-5	10	0.5	10
CCOc1ncccc1C(=O)N1CCN(S(=O)(=O)c2cccs2)CC1	4	-4	-3	-3	-6	2	-0.9	11
O=C(Nc1ccc(Br)cc1)c1csc(-c2ccncc2)n1	38	1	-3	-6	-5	8	-0.5	-2
O=C(Nc1cccnc1)Nc1ccc2c(c1)OCO2	5	18	5	-16	3	18	6.4	33
CCN(CC)Cc1cc(NC2=NS(=O)(=O)c3ccccc32)ccc1OC(=O)C(C)C	-8	10	0	-2	-1	16	-0.3	13
Cc1noc(C)c1COC(=O)c1ccc2ccccc2n1	-9	-4	-1	-3	-7	19	0.7	-13
CCOC(=O)Cn1c(CN2CCN(C(c3ccccc3)c3ccccc3)CC2)nc2c1c(=O)n(C)c(=O)n2C	-2	4	-2	-5	-1	3	-1.5	-14
COc1cc(C2C(C#N)=C(N)Oc3cc4c(cc32)OCO4)cc(OC)c1OC (stereo not drawn)	3	5	1	-8	-1	-89	-1.3	10

The list goes on:
Molecule	PfGluPho inh	SENP7 block	NR3A LBD binder	ATG4B inhibitor	HKDC1 inhibitor	SENP8 inh	MPTP inh	SENP6 block
CC1CCCN(C(=S)Nc2ccc(F)cc2)C1 (stereo not drawn)	10	9	1	-4	-8	-2	0.2	-4
c1ccc(CCCCc2ccncc2)cc1	-2	.	-2	-4	3	-6	-0.1	.
CC(C)=CCC[C@](C)(O)C1CC[C@]2(C)C1C(O)CC1[C@@]3(C)CCC(O)C(C)(C)C3C(O[C@@H]3OC(CO)C(O)C(O)C3O[C@@H]3OC(C)C(O)C(O)C3O)C[C@]12C (stereo partly drawn)	-3	-7	10*	1	0	19	-0.3	-5
CN(C1=C(NC(=O)c2ccc(Cl)cc2)C(=O)c2ccccc2C1=O)c1ccccc1	43	15	-18	24	12	57*	9.5	25
COc1ccc(CNS(=O)(=O)c2cc3c4c(c2)CCN4C(=O)CC3)cc1	-28	-3	-2	8	1	13	-0.3	-20
O=c1nc(NCc2ccccc2Cl)cn[nH]1	-2	7	-1	3	-8	-4	1.2	-22
COC(=O)C(C(=O)OC)C(CC(=O)c1ccc(C)cc1)c1cc(OC)c(OC)c(OC)c1 (stereo not drawn)	12	0	1	-6	-7	14	1.1	9
Cc1ccc(Sc2cc(NCCCO)c([N+](=O)[O-])c3nonc23)cc1	11	5	-1	-3	6	44*	72*	37

Record cards, from the list above.
Listed for CN(C1=C(NC(=O)c2ccc(Cl)cc2)C(=O)c2ccccc2C1=O)c1ccccc1 : PfGluPho inh = 43; SENP7 block = 15; NR3A LBD binder = -18; ATG4B inhibitor = 24; HKDC1 inhibitor = 12; SENP8 inh = 57*; MPTP inh = 9.5; SENP6 block = 25
Listed for Cc1ccc(Sc2cc(NCCCO)c([N+](=O)[O-])c3nonc23)cc1 : PfGluPho inh = 11; SENP7 block = 5; NR3A LBD binder = -1; ATG4B inhibitor = -3; HKDC1 inhibitor = 6; SENP8 inh = 44*; MPTP inh = 72*; SENP6 block = 37

Screening data (PubChem)
